EBI2 antag: blocks human EBI2 receptor beta-arrestin signaling | P32249 | EBI2 beta-arrestin recruitment, luminescence, 7a,25-OHC stimulated | inhibition, % at 5 µM | 360,000 compounds, 0.81% hits; in the data active = inhibition above about 38%;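 note: enzyme fragment complementation signal reports receptor beta-arrestin coupling in cells; 0% = agonist plus DMSO wells and 100% = wells without agonist; some results beyond the cut were filed as inactive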
Target sequence (P32249 whole entry, looked up, the tested form may be a part): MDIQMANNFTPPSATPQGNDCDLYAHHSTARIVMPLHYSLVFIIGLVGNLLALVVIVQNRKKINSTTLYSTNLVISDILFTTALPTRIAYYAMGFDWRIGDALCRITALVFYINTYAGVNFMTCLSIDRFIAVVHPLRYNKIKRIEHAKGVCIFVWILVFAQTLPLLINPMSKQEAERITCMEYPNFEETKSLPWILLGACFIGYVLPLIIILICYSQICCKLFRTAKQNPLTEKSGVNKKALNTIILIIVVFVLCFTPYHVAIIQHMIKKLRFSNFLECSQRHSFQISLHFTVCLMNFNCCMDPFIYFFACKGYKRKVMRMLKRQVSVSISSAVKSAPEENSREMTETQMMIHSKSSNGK
CCR6 antagonist: blocks CCL20-driven beta-arrestin recruitment at human CCR6. CHO-K1 CCR6 PathHunter beta-arrestin, luminescence, CCL20-stimulated. 340,000 compounds, 0.49% hits. inhibition, % at 20 µM. P51684. AID 493098;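 active = compounds whose inhibition of the agonist-driven luminescence signal at 20 µM reaches about 50%, limit read from the data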;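 note: cells stimulated with CCL20 at 14 nM final; plate controls were DMSO with CCL20 for no effect and DMSO without agonist for full effect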
Target sequence (P51684 whole entry, looked up): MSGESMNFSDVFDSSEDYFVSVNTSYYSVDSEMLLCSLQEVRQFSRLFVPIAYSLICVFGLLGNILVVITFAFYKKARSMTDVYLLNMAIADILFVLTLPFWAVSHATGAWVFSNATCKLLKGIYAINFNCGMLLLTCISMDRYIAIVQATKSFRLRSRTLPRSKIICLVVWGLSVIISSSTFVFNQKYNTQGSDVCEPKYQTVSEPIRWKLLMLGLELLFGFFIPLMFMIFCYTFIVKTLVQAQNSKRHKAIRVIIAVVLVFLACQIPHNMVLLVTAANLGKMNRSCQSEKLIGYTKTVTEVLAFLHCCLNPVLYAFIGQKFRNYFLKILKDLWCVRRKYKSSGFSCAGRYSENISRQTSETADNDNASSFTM
CHOP UPR activ: activators of apoptotic arm of unfolded protein response (CHOP). CHO-CHOP luciferase reporter, UPR activation, luminescence; percent of tunicamycin response over DMSO baseline. activation, % at 10 µM. 330,000 compounds, 0.34% hits. AID 449763;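 active = at 10 µM dose, activation of 40% or more, normalized to positive control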;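 note: 100% = tunicamycin at 10 µg/mL and 0% = DMSO alone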
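System: CHO-CHOP luciferase reporter cell line | Buffer or medium: F12 medium containing 10% fetal bovine serum | Doses: One dose, 10 µM in 0.5% DMSO | Times: 6 h compound exposure at 37 °C after overnight seeding | Signal: Luciferase luminescence | Read-out: % activation vs tunicamycin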
Jurkat NFkB inh: lowers PMA/ionomycin-induced NF-kB signal in Jurkat cells. PMA/ionomycin-induced NF-kB luciferase reporter, luminescence. inhibition, % at 4 µM. 330,000 compounds, 0.53% hits. AID 435003; in the data active = inhibition above about 50%
697 NFkB inh: lowers PMA/ionomycin-induced NF-kB signal in 697 B cells; 697 B-cell NF-kB luciferase reporter, 16 h; inhibition, % at 4 µM; 330,000 compounds, 0.33% hits; AID 435022; in the data active = inhibition above about 35%
Gli-Sufu block: blocks Gli-Sufu signaling in a luciferase reporter. Sufu-KO-LIGHT fibroblasts, Gli luciferase reporter luminescence. 340,000 compounds, 0.74% hits. inhibition, % at 5 µM;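 active = inhibition above about 55%, limit read from the data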;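 note: 0% = DMSO-treated cells and 100% = wells with medium but no cells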
XBP1 UPR activ: adaptive UPR (XBP1) activation. 330,000 compounds, 0.33% hits. AID 463104. CHO-XBP1 luciferase reporter, IRE1-XBP1 UPR activation, luminescence; percent of tunicamycin response, DMSO as zero. activation, % at 20 µM;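 active = versus positive control, 20 µM dose yields 30% or more activation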;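 note: 100% = tunicamycin at 10 µg/mL and 0% = DMSO only wells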
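Material: CHO-XBP1 cells stably carrying IRE1-XBP1-driven luciferase reporter / Amount: 1000 cells per well / Compound: 20 µM, 1% DMSO / Times: 6 h treatment, 37 °C / Detection: luciferase luminescence / Measure: % activation of reporter signal versus tunicamycin and DMSO controls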
Mdm2-MdmX inh: human Mdm2/MdmX binding inhibition. inhibition, % at 8 µM. AID 485346. 330,000 compounds, 3% hits. SaOS-2 split-luciferase Mdm2/MdmX complementation, luminescence. O15151+Q00987;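 active = inhibition of at least 50% at 8 µM in the primary screen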
CXCR6 inh: CXCR6 (human) receptor inhibition | inhibition, % at 20 µM | 360,000 compounds, 0.36% hits | O00574 | CHO-K1 PathHunter CXCR6 beta-arrestin, luminescence; in the data active = inhibition above about 34%, passing the limit was not always enough;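 note: antagonist mode with CXCL16 agonist at 10 nM final; 0% = 10 nM CXCL16 with DMSO and 100% = unstimulated wells without agonist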
Target sequence (O00574 whole entry, looked up): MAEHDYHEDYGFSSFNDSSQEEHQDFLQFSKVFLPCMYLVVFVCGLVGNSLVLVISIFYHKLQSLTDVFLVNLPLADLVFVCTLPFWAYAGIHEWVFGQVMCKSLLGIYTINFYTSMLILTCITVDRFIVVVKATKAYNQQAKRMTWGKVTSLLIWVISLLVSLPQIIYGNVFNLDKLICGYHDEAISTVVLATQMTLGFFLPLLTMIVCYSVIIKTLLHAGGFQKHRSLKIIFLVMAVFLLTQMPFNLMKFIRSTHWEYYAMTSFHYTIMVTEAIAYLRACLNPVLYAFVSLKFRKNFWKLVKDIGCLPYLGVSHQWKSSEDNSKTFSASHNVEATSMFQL
* hit, by the source's call; x = not tested or not shown. An unsorted share of the library, and some 5% of all compounds hit somewhere here.

SMILES	EBI2 antag	CCR6 antagonist	CHOP UPR activ	Jurkat NFkB inh	697 NFkB inh	Gli-Sufu block	XBP1 UPR activ	Mdm2-MdmX inh	CXCR6 inh
CCOC(=O)/C=C1\SCC(=O)N1CC(=O)NC(C)c1ccc(F)cc1 (configuration not stated)	-5	-14	-0.4	6	4	2	1	30	-1
O=C(c1cc(COc2ccc(F)c(F)c2)on1)N1CCN(C2CCCCC2)C(=O)C1	-7	15	1.4	-5	-14	11	-3	0	4
Cc1cccc(-c2nc(CN3CCCC(C(=O)NC4CCC(C)CC4)C3)c(C)o2)c1 (configuration not stated)	4	10	-1.0	2	-26	3	1	19	-1
Cc1cc(C)c(C(=O)CC(=O)c2cccnc2)c(C)c1	-6	23	x	x	x	-1	x	x	7
Cc1cc(NC(=O)CCS(=O)(=O)c2ccc3c(c2)NC(=O)C(C)S3)ccc1Br (configuration not stated)	-3	-6	-0.7	11	11	-5	-2	18	-12
COc1ccc(N(C)S(=O)(=O)c2ccc3c(c2)CCC(=O)N3)cc1	0	1	1.7	-3	-4	-5	1	7	-6
COc1ccc(-c2csc(NC(=O)c3ccc(OCC(=O)N4CCOCC4)c(OC)c3)n2)cc1	-8	-4	4.3	9	14	-9	5	30	-2
CN1CCN(C(=O)C2=C[C@@H](c3ccc(Br)cc3)C[C@@H](OCc3ccc(CO)cc3)O2)CC1	4	7	-0.8	10	21	4	-2	13	7
CC(=O)Nc1nc(C)c(-c2csc(Nc3ccc(S(N)(=O)=O)cc3)n2)s1	-3	12	0.9	21	20	-7	0	50	-6
CCCS(=O)(=O)N1CCN(C(=O)COc2ccccc2)CC1	35	9	-0.9	-2	4	6	1	-3	-2
CC(=O)Nc1ccc(S(=O)(=O)NCCC(=O)OCc2csc(CC(=O)Nc3ccccc3C)n2)cc1	-12	10	-2.6	11	2	-2	-2	51*	-14
CSc1ncc(C(=O)Nc2cccc(Cl)c2C)c(C)n1	-14	-1	0.5	-4	2	5	-1	14	0
O=C1c2ccccc2C(=O)N1CCCCn1c(=O)oc2ccccc21	5	0	0.8	0	2	-8	0	20	-7
O=C(O)CCC(=O)N1N=C(c2ccccc2)CC1c1ccc2c(c1)OCO2 (configuration not stated)	-9	-4	-2.1	8	-9	-16	2	8	5
O=C(NCc1cccs1)c1cc(-c2ccccc2)nn1CC1CC(c2cccnc2)=NO1 (configuration not stated)	-7	10	2.8	3	7	-2	0	16	6
CC(C)c1ccc(NC2CCCN(C(=O)c3ccc4nccnc4c3)C2)cc1 (configuration not stated)	-10	6	2.4	4	-5	9	-9	22	-2
Cc1ccccc1NCN1C(=O)C2C3C=CC(C3)C2C1=O (configuration not stated)	-6	-21	6.7	12	22	13	-3	9	0
O=C(NCc1ccc(N2CCCC2=O)cc1)c1cccc(Cl)c1	-4	0	-2.4	0	7	-32	-1	9	5
NC(=O)c1ccc(NC(=O)CN2CCN(c3ccc(Cl)cc3)CC2)cc1	-1	1	1.3	5	18	0	-3	-24	-8
CC(C)c1ccccc1NC(=S)N1CCN(Cc2ccc3c(c2)OCO3)CC1	-10	4	-1.9	-9	-12	3	-2	20	-6
Cc1nc2ccccc2c(=O)n1-c1ccc(NS(=O)(=O)c2ccc(F)cc2)cc1	-11	-4	2.8	20	1	-1	-5	9	6
CCCCC(O)(c1ccccc1)C(CN1CCOCC1)c1ccccc1 (configuration not stated)	16	12	0.5	-4	-5	1	1	-22	4
COc1ccc(NC(=O)N(C)C[C@H]2Oc3ccc(NS(=O)(=O)c4cccs4)cc3C(=O)N([C@H](C)CO)C[C@@H]2C)cc1	-8	11	-2.1	2	13	-22	0	-4	-3
Cc1ccc(OCc2nnc(N)s2)cc1	8	12	2.0	-13	-4	-14	-1	21	0
CS(=O)(=O)N1CCc2cc(C(=O)O)ccc21	2	-27	-1.2	-9	-6	-5	-4	10	3
COc1ccc2o/c(=N/NC(=O)c3cccs3)c(C(N)=O)cc2c1	-3	12	5.9	-52	-34	-7	4	-22	6
CCOc1ccc(C(=O)OCC(=O)NCc2ccco2)cc1OCC	-2	-18	-0.5	9	16	1	2	23	0
Oc1[nH]c2ccccc2c1N=Nc1ccc(F)cc1	8	-1	0.5	-70	-74	-70	1	-80	13
Cc1ccc(C2CC(c3ccccc3)n3ncnc3N2)cc1 (configuration not stated)	1	4	2.0	-2	-1	0	2	18	-6
CCOC(=O)c1cccc(NC(=O)Nc2ccc(OCC)cc2)c1	10	10	1.8	-25	-54	-84	5	-51	-2
CC(=O)OCC[C@H](NS(=O)(=O)OCC(Cl)(Cl)Cl)c1ccccc1	5	13	-1.7	-14	-3	-10	0	-15	-5
CC(=O)/C(C(=N)N1CCN(Cc2ccccc2)CC1)=C(\C)O	-3	2	-1.8	24	13	3	-4	18	-16
CCN(CC(=O)Nc1ccc(C(C)=O)cc1)CC(=O)Nc1cccc(OC)c1	-2	9	-2.1	-25	-22	1	-1	-9	0
CC(=O)NC(=S)NNC(=O)c1ccc(Br)cc1	4	26	-1.1	-7	34	-1	-3	19	12
CC(=O)C1=C(C)N=c2s/c(=C/c3ccc4c(c3)OCO4)c(=O)n2C1c1ccc(N(C)C)cc1 (configuration not stated)	18	21	x	x	x	4	x	x	8
COc1ccc(NC(=O)Nc2cccc([N+](=O)[O-])c2)cc1Cl	7	23	5.2	-18	-5	1	8	46	15

A different layout for some results above:
Value order – EBI2 antag	CCR6 antagonist	CHOP UPR activ	Jurkat NFkB inh	697 NFkB inh	Gli-Sufu block	XBP1 UPR activ	Mdm2-MdmX inh	CXCR6 inh
> Cc1ccc(C2CC(c3ccccc3)n3ncnc3N2)cc1 (configuration not stated)
    1	4	2.0	-2	-1	0	2	18	-6
> Oc1[nH]c2ccccc2c1N=Nc1ccc(F)cc1
    8	-1	0.5	-70	-74	-70	1	-80	13
> COc1ccc2o/c(=N/NC(=O)c3cccs3)c(C(N)=O)cc2c1
    -3	12	5.9	-52	-34	-7	4	-22	6
> CC(=O)C1=C(C)N=c2s/c(=C/c3ccc4c(c3)OCO4)c(=O)n2C1c1ccc(N(C)C)cc1 (configuration not stated)
    18	21	x	x	x	4	x	x	8

(cont.)
SMILES	EBI2 antag	CCR6 antagonist	CHOP UPR activ	Jurkat NFkB inh	697 NFkB inh	Gli-Sufu block	XBP1 UPR activ	Mdm2-MdmX inh	CXCR6 inh
CCN(CC)C(=O)/C(=C\c1ccc(Br)cc1)NC(=O)c1ccccc1OC	11	20	0.1	8	10	15	-1	19	4
CC1(C)CCC(=O)N(c2ccccc2)C1=O	-8	-14	2.6	-7	2	0	-3	21	9
O=C(c1ccccn1)N1CCN(S(=O)(=O)c2cccc(Br)c2)CC1	-3	5	1.5	-23	10	-2	-1	8	4
CN(C)c1ccc(C(=S)N2CCN(S(=O)(=O)c3ccccc3)CC2)cc1	10	22	-0.3	-2	-5	-13	-3	17	5
O=C(c1ccco1)N1CCN(C(=O)N2CCOCC2)CC1	-4	18	-1.7	8	11	-1	-5	-1	-5
Cc1ccc(C)c(OC(C)C(=O)Nc2ccc(S(=O)(=O)Nc3nccs3)cc2)c1 (configuration not stated)	0	-8	0.5	2	15	10	-2	20	0
COc1cc(CCCN2C(N)=NC[C@@H]2Cc2ccc(O)cc2)cc(OC)c1OC	-15	9	-1.6	3	-15	7	2	18	4
O=C(Nc1cccc(C(F)(F)F)c1)c1cnccn1	-12	9	2.3	3	6	-3	-3	-4	4
CCOC(=O)c1cnc(SCC(=O)c2ccccc2)nc1N	1	-6	2.7	-107	-71	-101	2	-108	-1
COc1ccccc1C1CC(c2ccco2)=NN1S(C)(=O)=O (configuration not stated)	0	3	1.7	0	6	-5	2	9	-2
Cn1c2ccccc2c(=O)n2c(=O)c3ccccc3cc12	x	x	-0.9	-3	20	x	-2	8	x
COc1ccc(CCNS(=O)(=O)c2ccc3c(c2)oc(=O)n3C)cc1OC	-2	7	0.9	10	9	1	-2	-16	-5
CCOc1ccc(CNC(=O)CCC(=O)N2Cc3ccccc3Oc3ncccc32)cc1	3	-5	4.6	10	-1	-11	-7	3	0
Cc1ccc(NC(=O)COC(=O)CCC(=O)c2ccc(Cl)cc2)cc1S(=O)(=O)N(C)C	-13	1	0.5	3	17	-14	-3	4	0
Cc1cc(C)cc(N(C(=O)CNC(=O)c2ccco2)C(C(=O)NC2CCCC2)c2ccncc2)c1 (configuration not stated)	-3	2	-2.1	5	16	-9	-1	14	2
O=C(COc1cc(Cl)c(Cl)cc1Cl)Nn1cnnc1	-6	-2	-0.3	-1	4	-2	0	-6	7
COc1ccc(C(=O)Nc2ccccc2N2CCCC2)cc1S(=O)(=O)N1CCOCC1	4	3	-0.6	3	10	-3	-3	-4	0
CC(NC(=O)OC(C)(C)C)C(=O)NC(CCC(=O)OCc1ccccc1)C(N)=O (configuration not stated)	-20	2	2.2	-6	12	1	1	-5	6
CCC(=O)Nc1ccc(/C(C)=N/NC(=O)c2c(Br)c(C)nn2C)cc1	-11	-6	0.5	19	-15	-1	-1	18	-9
COc1ccc(-c2noc(CSc3nc(N)c(-c4ccccc4)c(=O)[nH]3)n2)cc1OC	2	-9	-0.8	2	-12	-79	5	21	-8
Cc1nn(CCC#N)c(NC(=O)c2ccc(Cl)cc2)c1P(=O)(Nc1ccc([N+](=O)[O-])cc1)N1CCOCC1 (configuration not stated)	-3	8	-0.6	-11	-5	3	4	10	-1
CCOc1ccc(NC(=O)CN2C(=O)C3CCCN3C2=O)cc1 (configuration not stated)	-4	8	2.4	4	7	27	1	-20	1
NS(=O)(=O)c1ccc(NC(=O)C2C3C=CC(C3)C2C(=O)O)cc1 (configuration not stated)	-10	8	1.1	0	6	-5	-3	5	7
Cc1cccc2sc(N(CCCN(C)C)C(=O)c3ccc(C(=O)c4ccccc4)cc3)nc12	3	18	-1.7	-7	-3	23	-2	45	4
C/C(=C\C(=O)c1ccc(Cl)s1)N(C)C	10	0	3.5	11	5	7	0	-1	8
Cc1ccc(C(C(=O)NC2CCCC2)N(Cc2cccs2)C(=O)CNC(=O)c2cccs2)o1 (configuration not stated)	5	6	-0.1	3	12	6	-4	3	-2
Cc1ccc(CN2CCN(CCC(C)C)C(CCO)C2)s1 (configuration not stated)	-3	13	-2.8	7	10	10	1	-3	8
O=C1c2ccccc2C(=O)C1(O)O	x	x	-0.2	2	26	x	1	8	x
COc1cccc(Cn2cccc(NC(=O)NC3CCCCC3)c2=O)c1	8	13	1.4	-6	-2	-5	-3	-8	-4
Cc1cccc(C(=O)NCC(=O)OCc2nc(N)nc(Nc3ccccc3C)n2)c1	-9	-4	0.2	8	16	-8	3	6	3
O=C(Nc1ccc(Cl)cc1)[C@@H]1[C@@H]2C(=O)N(c3ccc4ccccc4c3)C(=O)[C@@H]2[C@H]2C=CC=NN21	-2	9	1.5	1	7	4	-3	-17	8
CCCC(=O)c1ccc(N2CCN(C(=O)OCC)CC2)c(F)c1	-3	-10	2.6	-14	-12	-7	-1	10	-1
O=[N+]([O-])c1cc2no[n+]([O-])c2cc1N1CCCCC1	-30	106*	x	x	x	-10	x	x	100*
C=C(C)CNc1cc(S(=O)(=O)N2CCOCC2)ccc1Oc1ccccc1	12	15	0.1	-12	-20	2	0	-2	9
COc1cc(C(C(=O)NC2CCCCC2)N(C(=O)c2cnccn2)c2ccccc2)cc(OC)c1OC (configuration not stated)	-4	22	-0.4	-9	7	-8	-5	19	-3

Source: PubChem
